EBNA-1 inhibitor = blocks EBNA-1 binding to DNA; 0.34% of 300,000 active; AID 1950; inhibition, % at 14.8 µM; EBNA-1 DNA binding, fluorescence polarization; in the data active = inhibition above about 28%
PAFAH1B3 FP inh = PAFAH1B3 (human) inhibition | Q15102 | recombinant PAFAH1B3, FP-rhodamine probe, fluorescence polarization | inhibition, % at 3.39 µM | 0.28% of 340,000 active;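 active = inhibition above the screen-wide average of all tested compounds plus 3 SD, cut at about 25% in these data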;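 also: 0% = enzyme with DMSO only and 100% = wells lacking PAFAH1B3 protein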
PAD4 inh = inhibitors of human PAD4. Q9UM07. recombinant PAD4, RCA probe fluorescence polarization. inhibition, % at 6.36 µM. 0.41% of 330,000 active. AID 485272;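 active = percent inhibition above a cutoff equal to the mean of all tested compounds plus 3 SD, cut at about 15% in these data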;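 also: 0% = PAD4 with RCA probe and DMSO and 100% = probe without PAD4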
PAFAH2 FP inh = PAFAH2 (human) inhibition. inhibition, % at 3.39 µM. Q99487. 0.99% of 340,000 active. recombinant PAFAH2, FP-rhodamine activity probe, fluorescence polarization;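 active = inhibition above the mean over all tested compounds plus 3 SD, cut at about 30% in these data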;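 also: inhibitors block probe labeling of enzyme so polarization drops; 0% = enzyme with DMSO and 100% = wells lacking PAFAH2 protein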
LYPLA1 counter = blocks human lysophospholipase 1, a PME1 counter-screen. 0.16% of 320,000 active. inhibition, % at 5.9 µM. recombinant LYPLA1, FP-Rh probe fluorescence polarization. O75608;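 active = inhibition above the mean of all tested compounds plus 3 SD, set per campaign, cut at about 14% in these data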;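 also: inhibitors block serine hydrolase probe labeling of LYPLA1 so polarization falls; 0% = enzyme with DMSO and 100% = wells lacking LYPLA1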
LYPLA2 counter = blocks human lysophospholipase 2, a PME1 counter-screen | O95372 | recombinant LYPLA2, FP-Rh probe fluorescence polarization | 0.38% of 320,000 active | inhibition, % at 5.9 µM;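 active = inhibition above the screen-wide mean plus 3 SD, limit set per campaign, cut at about 26% in these data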;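 also: 0% = LYPLA2 with DMSO and 100% = wells lacking LYPLA2 enzyme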
Target sequence (O95372 whole entry, looked up): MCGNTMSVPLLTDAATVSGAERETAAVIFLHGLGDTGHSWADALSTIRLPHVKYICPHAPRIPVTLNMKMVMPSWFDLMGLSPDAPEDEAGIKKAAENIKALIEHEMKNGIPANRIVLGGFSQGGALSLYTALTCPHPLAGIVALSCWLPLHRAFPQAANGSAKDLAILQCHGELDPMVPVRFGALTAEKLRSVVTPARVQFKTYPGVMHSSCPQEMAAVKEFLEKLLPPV
PREPL inhibitor = inhibitors of human prolyl oligopeptidase-like enzyme PREPL; AID 2751; Q4J6C6; inhibition, % at 5.96 µM; 0.68% of 320,000 active; recombinant PREPL, fluorescence polarization activity-based probe; in the data active = inhibition above about 43%;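 also: 0% = enzyme with DMSO and 100% = wells lacking enzyme; many of its hits are not listed in these tables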
Target sequence (Q4J6C6 whole entry, looked up): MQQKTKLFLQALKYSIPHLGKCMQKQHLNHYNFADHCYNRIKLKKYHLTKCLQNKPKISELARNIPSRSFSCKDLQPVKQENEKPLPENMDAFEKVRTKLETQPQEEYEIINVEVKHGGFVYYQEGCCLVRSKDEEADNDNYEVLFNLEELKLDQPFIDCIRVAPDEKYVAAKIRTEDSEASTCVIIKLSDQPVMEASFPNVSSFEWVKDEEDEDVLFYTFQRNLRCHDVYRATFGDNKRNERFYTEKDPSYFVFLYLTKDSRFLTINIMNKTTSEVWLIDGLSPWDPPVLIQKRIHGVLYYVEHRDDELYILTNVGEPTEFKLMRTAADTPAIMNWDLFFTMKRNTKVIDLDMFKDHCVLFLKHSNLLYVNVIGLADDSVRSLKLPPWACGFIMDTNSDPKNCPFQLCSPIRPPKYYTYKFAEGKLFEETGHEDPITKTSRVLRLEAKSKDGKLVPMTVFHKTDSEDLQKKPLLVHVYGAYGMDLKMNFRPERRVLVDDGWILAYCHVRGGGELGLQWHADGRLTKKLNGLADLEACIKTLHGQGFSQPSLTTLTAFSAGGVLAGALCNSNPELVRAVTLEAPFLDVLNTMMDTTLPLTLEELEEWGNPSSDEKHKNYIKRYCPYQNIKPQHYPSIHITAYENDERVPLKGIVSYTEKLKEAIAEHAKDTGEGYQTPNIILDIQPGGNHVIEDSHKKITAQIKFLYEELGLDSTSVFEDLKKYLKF
GSTO1 counter = GSTO1 inhibition, counter-screen for RBBP9 inhibitors; P78417; recombinant GSTO1, activity-based probe fluorescence polarization; inhibition, % at 5.96 µM; 1.1% of 300,000 active;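 active = inhibition above the campaign mean inhibition plus 3 SD, cut at about 35% in these data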;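 also: 0% = GSTO1-1 with DMSO and 100% = wells lacking GSTO1-1 enzyme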
ZTA counter = counter-screen for EBNA-1 inhibitors: inhibitors of Epstein-Barr virus ZTA. P03206. ZTA-DNA binding, fluorescence polarization. inhibition, % at 11 µM. 0.15% of 320,000 active; in the data active = inhibition above about 33%
* hit, by the source's call; . = no result given. Some of the compounds tested; rates above refer to the full screens.

item	structure	EBNA-1 inhibitor	PAFAH1B3 FP inh	PAD4 inh	PAFAH2 FP inh	LYPLA1 counter	LYPLA2 counter	PREPL inhibitor	GSTO1 counter	ZTA counter
1	CN(c1ccc(OCC(=O)OCC(=O)Nc2ccccc2)cc1)S(=O)(=O)c1cccs1	4.0	8.7	1.8	-4.9	-6.4	-7.6	-4.9	-1.2	-13.1
2	CN(C)c1ccc(C(=S)NC2CCCCC2)cc1	-8.8	18.2	0.9	-1.4	-2.8	1.3	-0.6	-3.1	14.8
3	O=C(c1ccc(-c2ccccc2Cl)o1)N1CCN(c2ccccc2O)CC1	4.2	2.8	5.3	9.0	0.1	0.5	-5.2	4.0	-4.2
4	CCOc1ccc(N(C(C)C(=O)N/N=C(\C)c2cccc(NC(=O)c3ccccc3)c2)S(C)(=O)=O)cc1 (configuration not stated)	-12.6	-8.8	-2.6	-4.3	-10.1	-11.0	1.2	-1.3	-6.5
5	CCN(CC)S(=O)(=O)c1cccc(C(=O)N2CCCCC2)c1	0.8	9.4	0.2	5.1	-2.5	0.3	-4.2	3.7	-11.0
6	COc1ccccc1C(=O)N(Cc1ccc(C)o1)C1CCS(=O)(=O)C1 (configuration not stated)	2.6	4.7	-1.2	-1.2	3.1	8.6	-3.0	2.9	1.3
7	O=C(O)/C=C/C(=O)Nc1ccc(-n2nccc2C(F)(F)F)cc1	7.7	3.7	-2.1	3.0	1.1	-0.1	6.2	-3.0	-1.2
8	Cc1cccc(C)c1NC(=S)NCc1ccccc1	-6.0	2.0	-1.1	-1.6	0.3	0.4	11.9	4.0	-20.4
9	COc1ccccc1N1CCN(C(=O)c2oc3ccc(Br)cc3c2C)CC1	15.1	-4.2	-3.0	-0.2	-2.2	-2.0	8.5	-2.1	8.4
10	COc1ccc(CN(C(=O)c2cc3ccccc3oc2=O)C2CCS(=O)(=O)C2)cc1OC (configuration not stated)	-8.9	5.4	-6.5	0.0	-1.7	-4.2	0.5	4.2	-0.5
11	Cc1ccc2c(C)cc[n+](CCCS(=O)(=O)[O-])c2c1	2.5	9.4	-4.6	1.9	-2.1	4.0	0.7	4.5	-10.9
12	CCCOc1ccc(C(=O)N2CCN(Cc3ccc4c(c3)OCO4)CC2)cc1	-5.3	5.8	1.9	-0.3	-1.7	-1.7	-1.8	6.8	-1.5
13	Cc1ccccc1NC(=O)CCNS(=O)(=O)c1ccc2c(c1)CCC(=O)N2	5.5	4.3	0.8	-3.0	-1.5	4.0	10.4	6.6	6.9
14	COc1ccc(C(C)=O)cc1CN1C(=O)NC2(CCCCC2C)C1=O (configuration not stated)	-0.8	3.9	-2.1	0.0	-3.0	-9.1	5.6	-4.0	1.6
15	CCOc1ccc(C2CC(c3ccccc3)Nc3nc(N)nn32)cc1 (configuration not stated)	-4.7	5.5	-0.2	-3.1	-6.2	3.4	18.1	6.6	-5.4
16	COc1ccc(NC(=O)CSCC(=O)Oc2c(OC)cccc2OC)cc1	-10.5	1.3	3.2	-5.4	3.3	3.6	-5.1	2.0	8.0
17	Cc1ccc(C2(C(F)(F)F)N=C3Sc4cc(C)cc(C)c4N3C(=O)N2)cc1 (configuration not stated)	4.6	4.3	9.2	3.7	3.4	2.0	2.1	-0.6	7.8
18	COC(=O)Cn1c(=NC(=O)c2ccc(OC)cc2)sc2cc(OC)ccc21	3.3	0.8	0.3	-5.0	-7.4	-12.4	-7.7	-3.9	9.2
19	Cc1ccc(S(=O)(=O)N2CCC(C(=O)OCCOc3ccccc3)CC2)cc1C	-4.1	11.3	-3.3	8.9	-1.9	-4.1	-6.2	3.5	6.5
20	COc1ccc(CCNC(=O)CN2C(=O)NC(Cc3c[nH]c4ccccc34)C2=O)cc1 (configuration not stated)	-7.7	10.9	-4.2	0.3	6.3	-5.4	0.1	-2.5	-11.4
21	O=C(NCCCCNC(=O)c1ccc(Cl)s1)c1ccc(Cl)s1	9.4	-1.6	-6.4	-2.7	-3.3	-4.7	-30.3	1.8	7.4
22	S=C(NCC1CCCO1)N1CCN(Cc2ccccc2Cl)CC1 (configuration not stated)	-2.3	8.8	-2.1	3.7	-2.8	0.0	0.0	4.0	1.7
23	CC(NC(=O)/C=C/c1ccco1)c1nc2ccccc2n1Cc1ccccc1F (configuration not stated)	3.0	9.9	0.7	1.9	-5.9	-1.9	-0.8	-1.3	5.5
24	Cc1ccc(S(=O)(=O)N(C)c2ccc3sc(C)nc3c2)cc1	-5.5	9.9	-6.7	2.3	2.7	-5.8	7.7	-2.9	9.0
25	CC(C)NC(=S)N=Nc1c(O)[nH]c2ccc(C(C)C)cc12	-15.4	6.9	-2.7	15.5	1.3	0.5	20.4	-3.8	-19.6

2 entries picked at random from the list so far, as already listed:
item	structure	EBNA-1 inhibitor	PAFAH1B3 FP inh	PAD4 inh	PAFAH2 FP inh	LYPLA1 counter	LYPLA2 counter	PREPL inhibitor	GSTO1 counter	ZTA counter
15	CCOc1ccc(C2CC(c3ccccc3)Nc3nc(N)nn32)cc1 (configuration not stated)	-4.7	5.5	-0.2	-3.1	-6.2	3.4	18.1	6.6	-5.4
12	CCCOc1ccc(C(=O)N2CCN(Cc3ccc4c(c3)OCO4)CC2)cc1	-5.3	5.8	1.9	-0.3	-1.7	-1.7	-1.8	6.8	-1.5

(further entries)
item	structure	EBNA-1 inhibitor	PAFAH1B3 FP inh	PAD4 inh	PAFAH2 FP inh	LYPLA1 counter	LYPLA2 counter	PREPL inhibitor	GSTO1 counter	ZTA counter
26	COCCOC(=O)C1=C(C)NC(=O)NC1c1ccc(-c2cc(Cl)ccc2Cl)o1 (configuration not stated)	2.8	.	-1.1	.	-4.3	-11.8	2.2	-32.5	0.1
27	CC(=O)c1cccc(NC(=O)c2cc(=O)[nH]c3ccccc23)c1	5.7	7.0	1.7	0.1	-6.2	-5.5	-0.5	2.5	-9.4
28	Cc1ccc(COc2ccc(/C=N/NC(=O)c3ccc(CN4CCOCC4)cc3)cc2)cc1	-9.2	7.7	-1.7	-5.1	2.6	-2.2	19.2	-0.1	-15.5
29	Nc1nc(SCc2ccc3c(c2)OCCO3)n[nH]1	10.2	1.0	0.5	6.7	-3.1	-4.5	-1.4	-11.3	-2.4
30	CC(=O)Nc1ccc(NC(=O)[C@H](C)NC(=O)c2ccco2)cc1	1.8	8.0	-3.4	1.5	-5.9	-2.9	8.2	-4.5	1.3
31	COc1ccc(CCNC(=O)c2c(O)c3c([nH]c2=O)CCCC3)cc1OC	-12.5	6.4	-9.4	-4.1	-1.2	2.0	7.8	4.0	-5.2
32	Cn1c(=O)n(C)c2cc(NC(=O)CSc3ccccc3)ccc21	2.5	5.1	-6.3	-0.1	-2.4	-0.5	-7.7	2.8	6.5
33	Cc1ccc(C2(C)NC(=O)N(CC(=O)N(C)CC(=O)Nc3cccc4ccccc34)C2=O)cc1 (configuration not stated)	-1.1	8.6	-2.5	7.8	-1.6	1.6	0.2	8.2	-2.4
34	Cc1cccc(-c2nc(CS(=O)CC(=O)NCc3ccco3)c(C)o2)c1 (configuration not stated)	0.8	5.9	0.0	-1.5	0.6	-3.3	-2.4	0.5	-3.8
35	COc1ccc(N2C(=O)CCC(C(=O)Nc3ccccn3)C2c2ccc(OC)c(OC)c2)cc1 (configuration not stated)	10.9	8.7	0.6	11.8	4.5	7.5	11.7	6.1	-14.4
36	O=C(NCc1cccc(Cl)c1)c1ccc(CS(=O)Cc2ccc(Cl)cc2)o1 (configuration not stated)	-6.7	-3.1	-1.9	7.2	-0.2	5.9	-12.2	-0.1	5.3
37	CCOC(=O)/C=C/C(=O)OCC(=O)Nc1ccc(Cl)cn1	-1.9	-1.0	-0.9	-2.5	-2.6	-0.4	-2.4	-8.0	-1.9
38	N#Cc1c(CSCC(=O)O)cc(=O)n2c1[nH]c1ccccc12	-1.1	6.8	-8.2	3.1	2.1	4.3	25.1	-1.9	-14.6
39	COc1ccc(C)cc1NC(=O)NNS(=O)(=O)c1ccc(NC(C)=O)cc1	-3.6	5.6	-0.2	4.0	0.9	-2.8	3.0	1.8	1.1
40	CCn1c2c(c3ccc(OC)cc31)CCCC2=O	3.1	-2.0	3.6	-1.3	-0.5	0.7	1.7	4.9	12.8
41	C=CCC(=O)NC1CC(C)(C)Cc2c1cnn2-c1ccc(C)cc1 (configuration not stated)	-4.6	6.6	-0.3	-8.1	0.3	-0.9	-11.1	3.8	-19.3
42	O=C(O)CSc1cn(Cc2ccccc2)c2ccccc12	-4.0	5.7	4.9	-0.5	0.3	1.6	8.3	9.6	7.9
43	CS(=O)(=O)Nc1cccc(C2=NN(C(=O)c3ccccc3)C(c3cccs3)C2)c1 (configuration not stated)	-11.5	4.3	3.5	-0.8	1.3	-1.0	-13.7	1.1	4.0
44	Cc1cc(C)n2nc(-c3ccsc3-n3c(C)ccc3C)cc2n1	-3.0	2.6	-14.3	-4.3	-8.7	-8.1	12.3	-3.0	8.8
45	O=C(COC(=O)COc1ccc(Cl)cc1Br)NCCC1=CCCCC1	.	-0.2	-4.8	3.7	4.1	-0.6	-1.4	.	10.5
46	Cc1ccc(C(=O)N2CCCC(Nc3ccc(C)c(C)c3)C2)c(=O)[nH]1 (configuration not stated)	3.2	-2.0	-0.3	3.9	2.5	2.7	30.6	-0.6	5.1
47	C=CCN1C(=O)/C(=C2/Sc3ccc(OC)cc3N2C)SC1=Nc1cccc(O)c1	-16.0	-2.1	-0.4	-7.9	-1.4	-3.3	16.5	-0.3	21.2
48	COc1ccc2[nH]c(=O)c(CN(C(=O)c3ccco3)C3CCCCC3)cc2c1	-7.6	3.1	-2.6	5.4	1.4	-0.7	-4.5	-7.8	-15.3
49	O=C(NCc1ccco1)c1ccc(COc2ccc(Cl)cc2)cc1	7.5	0.9	-2.9	-1.0	-2.4	7.3	-18.2	5.3	2.5
50	O=C(c1cccs1)N1CCN(CCCc2ccccc2)CC1	7.9	0.1	-5.0	0.5	4.8	6.3	16.0	8.4	-10.8
51	COc1ccc(C2N3CC4(C)CN2CC(C)(C3)C4O)cc1OC (configuration not stated)	13.2	8.2	-1.9	5.7	2.5	0.5	1.0	-5.2	-2.6
52	Cc1ccc(S(=O)(=O)N(C)C)cc1NC(=O)c1ccc(-n2cncn2)c([N+](=O)[O-])c1	.	3.3	3.9	3.1	1.9	4.2	-2.1	.	-3.1
53	Cc1ccc(Nc2ccc(S(=O)(=O)N3CCOCC3)cc2[N+](=O)[O-])cc1C	5.9	6.5	-1.1	1.0	3.6	12.1	23.0	-7.0	6.0
54	OCCOCCNc1ncnc2c1cnn2-c1ccccc1	3.1	0.4	1.4	-4.7	-0.2	-1.6	-16.5	-5.0	18.4
55	Cc1ccc(-n2nnnc2SCc2ccccn2)cc1C	5.1	4.2	3.1	-0.1	-0.5	-5.9	5.0	-1.4	0.0
56	Cc1nc(N2CCC(C)CC2)c2c(C)c(C(=O)Nc3cc(F)ccc3C)sc2n1	1.8	-1.9	-3.4	-13.5	-5.9	-13.5	-8.0	0.8	14.4
57	C/C=C/C=C\C(=O)Nc1cccc(C2=NOC3(C2)C[C@H](C(N)=O)N(C(=O)/C=C/C)C3)c1 (some centres not stated)	7.8	-3.9	-5.1	-5.0	-4.3	-16.1	-3.5	6.5	-6.8
58	COc1cc(OC)cc(C(=O)Nc2nc(CC(=O)NCc3ccc(F)cc3)cs2)c1	-3.6	2.5	-4.1	-4.5	-5.5	-5.3	-31.9	-4.9	1.8
59	O=C(c1ccc(C(F)(F)F)cc1)n1ccc(-c2cccs2)n1	0.8	5.8	-4.3	0.7	0.0	2.0	-4.9	1.9	1.3
60	Cc1nc(C)c(C(=O)NCCC(c2ccccc2)c2ccccc2)o1	8.7	3.4	-1.9	5.4	-3.3	3.8	13.2	0.1	16.0
61	Cc1cccc(C(=O)NCC(=O)N(C)CC(=O)Nc2ccc(N3CCOCC3)cc2)c1	2.5	-5.0	-3.0	-2.9	-1.3	-1.8	-1.1	5.8	3.7

From PubChem BioAssay
